High-throughput results deposited in PubChem by several laboratories.
FXIa inh 1536: inhibitors of human coagulation factor XIa; P03951; AID 798; inhibition, % at 5 µM; 0.14% of 220,000 active; purified FXIa, Boc-Glu-Ala-Arg-AMC fluorogenic substrate;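 active = inhibition of at least 40%; inactive = inhibition below 40%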;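 note: fluorescence of freed AMC excited at 355 nm; 0% = enzyme without compound and 100% = no enzyme blank; many of its hits are not listed in these tables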
Target sequence (P03951 19-387 limits assumed): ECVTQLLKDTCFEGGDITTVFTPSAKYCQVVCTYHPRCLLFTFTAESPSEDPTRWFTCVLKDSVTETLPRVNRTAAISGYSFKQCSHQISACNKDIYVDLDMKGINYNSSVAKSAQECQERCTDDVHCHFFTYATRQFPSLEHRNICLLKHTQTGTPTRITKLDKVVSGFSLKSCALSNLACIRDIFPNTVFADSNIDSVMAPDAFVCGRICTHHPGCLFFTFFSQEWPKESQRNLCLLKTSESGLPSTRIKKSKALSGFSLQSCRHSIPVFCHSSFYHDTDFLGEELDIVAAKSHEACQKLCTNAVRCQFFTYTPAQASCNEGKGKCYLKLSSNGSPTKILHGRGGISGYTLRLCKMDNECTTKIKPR
Target sequence (P03951 388-625 limits assumed): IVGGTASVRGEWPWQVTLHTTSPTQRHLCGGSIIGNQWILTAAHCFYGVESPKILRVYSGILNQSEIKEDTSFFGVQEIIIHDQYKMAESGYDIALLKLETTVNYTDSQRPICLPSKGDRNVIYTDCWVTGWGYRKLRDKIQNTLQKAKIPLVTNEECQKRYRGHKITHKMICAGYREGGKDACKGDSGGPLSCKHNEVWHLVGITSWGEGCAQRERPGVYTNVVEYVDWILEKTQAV
hK5 inh: kallikrein 5 (human) inhibition; recombinant hK5, fluorogenic AMC substrate cleavage; AID 873; Q9Y337; 0.59% of 210,000 active; inhibition, % at 5 µM;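 active = inhibition of 40% or more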;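 note: 0% = enzyme controls without compound and 100% = no-enzyme blanks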
Target sequence (Q9Y337 67-293 limits assumed): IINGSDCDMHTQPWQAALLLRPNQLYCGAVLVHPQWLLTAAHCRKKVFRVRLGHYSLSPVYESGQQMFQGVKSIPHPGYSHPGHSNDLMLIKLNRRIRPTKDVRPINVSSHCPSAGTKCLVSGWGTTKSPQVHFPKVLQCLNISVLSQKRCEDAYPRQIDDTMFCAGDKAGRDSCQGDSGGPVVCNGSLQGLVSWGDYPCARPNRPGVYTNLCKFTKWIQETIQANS
Furin inhibitor: human furin inhibition; P09958; purified furin, fluorogenic substrate cleavage; inhibition, % at 30 µM; 0.061% of 220,000 active; AID 463115; in the data active = inhibition above about 25%; note: inactives centre near -15
FXIIa inh: factor XIIa (human) inhibition; P00748; purified FXIIa, Boc-QGR-AMC fluorogenic substrate, 2 h; inhibition, % at 5 µM; 0.3% of 220,000 active; AID 800; in the data active = inhibition above about 40%;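 note: 0% = enzyme with no compound and 100% = blank without enzyme; many of its hits are not listed in these tables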
PERK inhibitor: blocks human PERK kinase. Q9NZJ5. CHO PERK-DD fusion, SEAP luminescence translation reporter. inhibition, % at 5.6 µM. 0.17% of 220,000 active. AID 1416;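 active = inhibition above the mean inhibition of all tested compounds plus 3 SD, set separately per screening campaign, cut at about 2.9% in these data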;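 note: PERK kinase domain activated by AP20187 dimerizer at 100 nM; 0% = DMSO with dimerizer and 100% = rapamycin at 8.4 µM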
Cl transport mod: KCC2 (human) Cl- transport modulation. Q9H2X9. AID 1456. 2.2% of 190,000 active. KCC2 cells, thallium flux FluoZin-2 fluorescence. B-score of Tl+ flux slope (higher = more flux/activation; lower = inhibition) at 10 µM;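 active = thallium flux slope and its plate-corrected score both differing from the plate sample mean at a set confidence after two filtering rounds, in either direction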;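 note: slope of fluorescence scaled to starting intensity during 10 to 20 s after thallium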
Rad51 HR inh: blocks human Rad51 in homologous recombination | Q06609 | hRad51 DNA strand exchange, fluorescence dequenching | inhibition, % at 10 µM | 0.085% of 200,000 active;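 active = inhibition above 40% at the single screening dose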;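 note: 0% = DMSO control wells and 100% = blanks with heterologous ssDNA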
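System: human Rad51 nucleoprotein filaments preassembled on unlabelled ssDNA. Reagent: labelled 47-mer dsDNA for strand exchange. Schedule: 30-min compound preincubation and 15-min exchange, both room temperature. Measured by: FRET fluorescence dequenching, excitation 485 nm, emission 520 nm. Read-out: Fluorescence-based percent inhibition, control- and blank-normalised. Benchmarks: plate controls and plate blanks.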
thrombin 1536: thrombin (human) inhibition | P00734 | alpha-thrombin, Boc-VPR-AMC fluorogenic substrate cleavage | inhibition, % at 5 µM | 0.26% of 220,000 active;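 active = inhibition at or above 40%; inactive = inhibition below 40%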;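 note: 0% = enzyme with no compound and 100% = wells without enzyme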
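System: human alpha-thrombin protein; Compound dosing: one concentration per compound, 5 µM, with 0.2% DMSO; Timing: reaction at room temperature; Technique: AMC fluorescence, 355/460 nm; Controls: enzyme without compound as high, wells lacking enzyme as low.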
m-calpain inh: inhibitors of pig calpain II; purified calpain II, fluorogenic peptide substrate, 30 min; inhibition, % at 16 µM; 0.37% of 220,000 active;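 active = inhibition above about 50%, limit read from the data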
The depositor's hits bear a star; nt = no result given; [ ] = another dose, or the depositor's remark. These rows are one share of the data; rates above refer to the full screens.

SMILES | FXIa inh 1536 | hK5 inh | Furin inhibitor | FXIIa inh | PERK inhibitor | Cl transport mod | Rad51 HR inh | thrombin 1536 | m-calpain inh
O=C(Cn1cnc2ccc(Cl)cc2c1=O)c1cccs1 | 7.7 | -4.7 | -10.9[20 µM] | 11.8 | 0.8 | 0.894 | 4.8 | 6.2 | 7.4
O=C(Nc1ccccc1)c1ccc(NCCN2C(=O)CCC2=O)c([N+](=O)[O-])c1 | -3.2 | 5.3 | -32.1 | 9.4 | 0.4 | 0.433 | 12.8 | -4.7 | -13.9
COc1ccc(CCNC(=O)C2CCN(S(=O)(=O)N3CCCCCC3)CC2)cc1OC | -0.5 | -2.4 | -26.6 | 8.0 | -0.1 | -0.159 | nt | 1.6 | 23.6
COc1cccc(NC(=O)NC2CCN(Cc3nnnn3Cc3ccc(F)cc3)CC2)c1 | -0.2 | -15.2 | -32.4 | 12.2 | -0.3 | -0.673 | -0.3 | -20.2 | -20.4
COC(=O)c1cn(NC(=O)c2cc([N+](=O)[O-])ccc2F)c(=O)c2ccccc12 | -3.2 | -5.4 | -3.7 | 4.8 | 2.6 | 0.318 | -1.7 | -4.7 | -21.6
CCOc1ccc(CN(C(=O)c2oc3ccccc3c2C)C2CCS(=O)(=O)C2)cc1 (centres undefined) | 1.1 | -12.2 | -13.7[20 µM] | 9.5 | -0.2 | -0.255 | -6.1 | 2.9 | -0.9
O=C(c1ccco1)N1CCCSC1=Nc1ccccc1 | 0.8 | -17.7 | -5.7 | 13.2 | 0.8 | 0.681 | 1.6 | 1.6 | -16.9
COc1cccc(-n2nc(C(=O)N3CCN(Cc4ccccc4)CC3)c3ccccc3c2=O)c1 | -0.1 | -4.0 | -20.2 | 3.9 | -0.4 | -0.811 | -2.8 | -6.5 | -7.6
N/C(=N\OC(=O)CCCOc1ccccc1)c1cccc(Br)c1 | -3.1 | -6.7 | -12.9 | 4.7 | 0.9 | -0.0144 | -0.2 | 2.7 | 22.9
CN(C)CCN(C(=O)CCc1ccccc1)c1nc2c(F)cc(F)cc2s1 | -3.5 | -0.4 | -20.2 | 3.7 | 2.1 | -0.0396 | 4.3 | -12.0 | -21.4
CCC(c1nnnn1CCc1ccccc1)N1CCN(C(=O)c2ccco2)CC1 (centres undefined) | 1.5 | -5.8 | -11.1 | 15.7 | -0.2 | nt | 4.6 | 2.1 | -21.5
O=C(COc1ccc2ccccc2c1)N1CCN(C(=O)c2cccnc2)CC1 | -0.9 | -13.4 | -9.6[20 µM] | 10.2 | -0.1 | -0.0221 | -2.6 | -1.1 | -11.1
O=C(O)c1ccccc1SCC(=O)N1c2ccccc2Sc2ccccc21 | 3.7 | -13.7 | -17.2 | 13.3 | 1.7 | 0.213 | 14.2 | -1.6 | -19.8
CCOC(=O)N1CCN(S(=O)(=O)c2ccc(C(=O)NNc3nc4ccc(Cl)cc4s3)cc2)CC1 | 2.5 | -61.2 | -15.4 | 6.7 | 1.1 | 0.457 | 5.3 | -1.4 | -81.8
CCN1/C(=C/c2ccc3cc(C)ccc3[n+]2CC)Sc2cc(C)ccc21 | 4.7 | -0.4 | -19.0 | 10.8 | 0.3 | -1.1 | -183.8 | 10.3 | 17.3
Cc1cccc(NC(=S)NNC(=S)NCc2ccccc2)c1 | -0.7 | -16.5 | -5.2[20 µM] | 7.8 | 0.8 | nt | -4.1 | 2.0 | 0.8
O=C(CCCN1C(=O)/C(=C/c2cccs2)SC1=S)Nc1cccnc1 | -1.8 | 1.0 | -29.9 | 6.2 | 0.5 | -1.13 | nt | 1.7 | -114.5
Fc1cc(Cl)c(OCc2noc(-c3ccsc3)n2)c(Cl)c1 | -5.1 | 0.2 | -7.8 | 3.8 | 1.6 | nt | 5.1 | -3.2 | 21.8
CC(C)Cn1c(N2CCN(C(=O)/C=C/c3ccccc3)CC2)nc2ccccc21 | -0.6 | -4.0 | -28.3 | 6.6 | 0.4 | -0.279 | 23.8 | 3.2 | 18.4
C/C(=N\NC(=O)CN1CCN(S(=O)(=O)c2ccc(C)cc2)CC1)c1ccc(O)cc1 | 1.3 | 2.6 | -20.9 | 5.1 | -0.7 | -0.0772 | nt | -12.2 | 18.5
COc1cccc(Nc2nc(-c3ccc4c(c3)OCCO4)cs2)c1 | 0.9 | -2.0 | -7.5[20 µM] | 12.6 | -0.8 | nt | -3.3 | 0.1 | -18.3
Cc1cc(C)c(C#N)c(SCCS(=O)(=O)Cc2ccccc2)n1 | 5.2 | 4.1 | -30.9[20 µM] | 17.3 | -0.1 | 0.188 | 3.9 | 0.4 | -10.0
O=C(CSc1ccc(-c2ccc(Br)cc2)nn1)N1CCOCC1 | -1.4 | 2.8 | -17.2 | 7.3 | 1.3 | 0.2 | 0.6 | 1.7 | -6.1
COc1ccc(-c2cc(NCCc3ccncc3)n3ncnc3n2)cc1 | -9.9 | -3.4 | -20.4 | -3.5 | -0.1 | 0.0899 | 4.5 | -5.8 | -33.4
N=C1/C(=C/c2cccn2-c2cccc([N+](=O)[O-])c2)C(=O)N=C2SC=CN12 | 1.3 | -9.5 | -21.0 | 2.7 | 0.2 | 0.0728 | -0.6 | -4.3 | -47.4
COc1ccc(CCn2c(=O)c3cccnc3n(Cc3ccc([N+](=O)[O-])cc3)c2=O)cc1OC | 2.6 | -9.1 | -6.0 | 10.8 | 0.2 | -1.99 | 0.6 | -9.2 | 23.7
Nc1nnc(SCC(=O)c2ccc([N+](=O)[O-])cc2)s1 | -4.5 | -3.4 | -22.6 | nt | 0.0 | 0.198 | 5.3 | -9.9 | -16.2
Cc1ccc(-c2c[n+]3c(n2-c2ccccc2)SCC3)cc1 | -1.8 | -3.8 | -18.7 | 1.2 | -0.2 | 1.04 | nt | -9.1 | 11.5
CCN(CC)S(=O)(=O)c1cc(NC(=O)COC(=O)c2sc3ccccc3c2Cl)ccc1C | 3.8 | -16.1 | -7.1 | 6.6 | 1.0 | -0.99 | 9.9 | -7.4 | 11.1
CC1=Nc2cc(C(=O)O)ccc2Sc2ccc(Br)cc21 | -3.7 | -10.8 | -11.0 | 5.2 | 0.8 | 0.0902 | nt | -1.2 | -1.7

Part of the list above, field by field:
O=C(CSc1ccc(-c2ccc(Br)cc2)nn1)N1CCOCC1
- FXIa inh 1536: -1.4
- hK5 inh: 2.8
- Furin inhibitor: -17.2
- FXIIa inh: 7.3
- PERK inhibitor: 1.3
- Cl transport mod: 0.2
- Rad51 HR inh: 0.6
- thrombin 1536: 1.7
- m-calpain inh: -6.1

COc1ccc(-c2cc(NCCc3ccncc3)n3ncnc3n2)cc1
- FXIa inh 1536: -9.9
- hK5 inh: -3.4
- Furin inhibitor: -20.4
- FXIIa inh: -3.5
- PERK inhibitor: -0.1
- Cl transport mod: 0.0899
- Rad51 HR inh: 4.5
- thrombin 1536: -5.8
- m-calpain inh: -33.4

N=C1/C(=C/c2cccn2-c2cccc([N+](=O)[O-])c2)C(=O)N=C2SC=CN12
- FXIa inh 1536: 1.3
- hK5 inh: -9.5
- Furin inhibitor: -21.0
- FXIIa inh: 2.7
- PERK inhibitor: 0.2
- Cl transport mod: 0.0728
- Rad51 HR inh: -0.6
- thrombin 1536: -4.3
- m-calpain inh: -47.4

(cont.)
SMILES | FXIa inh 1536 | hK5 inh | Furin inhibitor | FXIIa inh | PERK inhibitor | Cl transport mod | Rad51 HR inh | thrombin 1536 | m-calpain inh
Cn1c(=O)[nH]c(=O)c2c1nc(OC(=O)c1ccccc1)n2CC(O)COc1ccc(F)cc1 (centres undefined) | -3.9 | 0.7 | -25.4 | -12.1 | 0.4 | 0.445 | 0.9 | -4.9 | -62.8
Brc1ccc2oc3c(N4CCOCC4)ncnc3c2c1 | -9.6 | -7.3 | -17.6 | 2.7 | -0.4 | -0.16 | -1.2 | -1.8 | -6.0
Cc1ccc(NCC(O)C(O)C(O)CO)cc1C (centres undefined) | -7.3 | -2.2 | -23.4[20 µM] | -6.0 | 1.0 | -0.156 | -5.7 | -11.3 | -28.1
CC1=CC2=NC(=O)CC(C)(C(=O)N(CC(=O)NC(C)C)C3CCCC3)N2C=C1 (centres undefined) | -4.4 | 0.1 | -17.5 | 3.9 | 0.1 | nt | -5.2 | -10.9 | -322.1
O=S(=O)(N1CCOCC1)n1c(Cc2ccccc2)nc2ccccc21 | 3.4 | -2.8 | 4.5[20 µM] | 3.1 | -1.2 | -0.6 | -5.2 | -3.8 | 2.1
CCN1CCN(CCC2Oc3cc([N+](=O)[O-])ccc3NC2=O)CC1 (centres undefined) | 1.1 | nt | -7.0 | 7.0 | -0.1 | -1.5 | nt | -4.0 | 34.5
CN(C)S(=O)(=O)c1cccc2c1C(=O)c1ccccc1C2=O | -48.6 | -8.0 | -19.5 | 10.8 | 0.7 | 0.464 | 15.8 | -0.8 | 15.1
CNC(=S)N1CCN(c2cccc(OC)c2)CC1 | 5.9 | -10.3 | -17.1[20 µM] | 14.0 | 1.5 | -0.348 | 4.0 | -2.4 | 1.9
CCO[C@@H]1OC(C(=O)N2CCOCC2)=C[C@H](c2cn(C(C)=O)c3ccccc23)[C@H]1CCCO | 6.0 | 2.7 | -29.8 | 11.1 | 1.1 | 0.113 | -15.3 | 2.6 | -16.1
Cc1ccc(CSc2nc3c(c(=O)[nH]2)C(c2ccncc2)C2=C(CCCC2=O)N3)cc1 (centres undefined) | -3.5 | -27.9 | -23.1[20 µM] | 6.3 | -0.6 | -0.113 | -2.4 | -3.2 | -420.1
COc1ccc(C2C(C(=O)/C=C/c3ccco3)=C(O)C(=O)N2CCN2CCOCC2)cc1OC (centres undefined) | -3.1 | -10.0 | -16.8 | 1.1 | 1.4 | -0.0232 | -0.5 | 1.4 | -39.6
COc1ccc(CNC(=O)c2ccc(=O)oc2)cc1OC | -11.3 | 1.2 | 18.8 | 5.1 | 0.7 | 0.0156 | -5.3 | -8.6 | 8.6
Cc1c(C(=O)N2CCOCC2)[nH]c2c1C(=O)CC(c1ccccc1Cl)C2 (centres undefined) | 4.3 | -7.9 | -16.4[20 µM] | 7.1 | -0.9 | -1.4 | -2.5 | -4.9 | 3.4
O=C(N/N=C/c1ccc(-c2cccc([N+](=O)[O-])c2)o1)[C@H]1C[C@@H]1c1ccccc1 | 6.4 | -3.6 | -13.9 | 0.1 | 1.4 | -0.852 | 7.3 | 0.4 | -48.2
CC(C)Cn1c(N)c(C(=O)CSc2nc3ccccc3c(=O)n2CCCN2CCOCC2)c(=O)n(C)c1=O | -4.3 | 2.9 | -18.4 | 8.8 | 0.7 | -0.418 | 1.8 | -1.4 | -37.9
Cc1cc(C)nc(N2CCCC(C(=O)Nc3ccc4c(c3)OCCO4)C2)n1 (centres undefined) | 3.6 | -5.0 | -20.9 | 12.1 | 1.3 | 0.029 | 0.2 | 0.4 | 5.1
CC(=O)O/N=C(/c1nonc1N)N1CCN(c2ccc([N+](=O)[O-])cc2Cl)CC1 | 7.0 | -14.3 | -19.8 | 10.3 | 0.4 | 0.0171 | -5.8 | -1.7 | 20.7
CN(C)c1ccc(-c2ccc([C@H]3[C@@H]4C=CCC[C@@]4(C)C(=O)N3Cc3ccccc3)c(F)c2)cc1 | 1.8 | -1.0 | -14.5 | 7.7 | nt | 0.284 | -5.1 | 2.0 | -78.2
N=C1C(c2nc3ccccc3s2)=C(O)CN1c1ccccc1 | -3.0 | -7.3 | -11.3 | 1.1 | 0.1 | 0.375 | 25.5 | -3.1 | -6.6
CCCCn1c(=N)n(CC(O)COc2ccccc2)c2ccccc21 (centres undefined) | -5.8 | 7.3 | -22.5 | -0.3 | -0.6 | 0.0299 | -9.2 | -4.0 | 19.1
CCC1(C)Cc2[nH]c(=O)c(C#N)cc2CO1 (centres undefined) | -0.7 | nt | -82.1 | 9.3 | 1.4 | 0.613 | nt | -3.1 | -200.3
